Source: PubChem (several laboratories)
Autophagy mod: autophagy modulation, high-content screen; calls only at 10 µM (by protocol); actives 0.98% (n = 190,000); MEF GFP-LC3 puncta imaging; test concentration mostly 10 µM;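 active means percentage of spot-positive cells more than 3 SD above its plate mean, without a fluorescence outlier flag or 80% toxicity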;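 further: spot-positive cell cutoff set from DMSO-treated cells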
bCat nuc transl: alters nuclear translocation of beta-catenin in HeLa cells. actives 0.3% (n = 190,000). AID 1665. nuclear translocation activity, % at 5 µM. immunofluorescence imaging;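 active means nuclear translocation activity above 50% at 5 µM, with a well cell count of 50 or more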;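 further: per-cell ratio of nuclear to cytoplasmic median beta-catenin stain intensity; plate controls were DMSO negative control for no effect and GSK-3 inhibitor IX positive control for full effect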
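System: HeLa cells, endogenous beta-catenin; compound dosing: 5 µM primary single dose, 0.1% DMSO, 0.02–20 µM confirmation series; incubation: 24 h compound exposure at 37°C, 5% CO2; signal: beta-catenin immunofluorescence imaging with DAPI; evaluation: % activation, nuclear-to-cytoplasmic median beta-catenin signal ratio per cell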
Yfh1-depleted yeast: enhancers of respiration in Yfh1-depleted yeast, dose response, Friedreich's ataxia, plus single-dose screen (AID 1465); S. cerevisiae Yfh1-off respiration, WST-1 reduction, 72 h; higher fold induction means a stronger effect; fold induction at 50 µM, or EC50 in µM where a hit was titrated; actives 0.074% (n = 220,000);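 active means fold induction of absorbance versus untreated yeast above a set limit, then at least 30% activation at any dose in follow-up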;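 further: activators that raise dye reduction in frataxin-depleted yeast; strong numbers were not always called active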
WT yeast gro inh: growth inhibition of WT yeast, mitochondrial fusion screen; AID 1362; inhibition, % at 10 µM; actives 2.1% (n = 190,000); mitochondrial fusion phenotypic screen, WT strain; in the data active means inhibition above about 58%; tested in S. cerevisiae
Dynein cargo inh: dynein cargo transport inhibition; 3617.4 mouse cells, GR-EGFP nuclear translocation imaging; test concentration mostly 20 µM; stimulated with dexamethasone, 1 µM; hits give low values; z-score, hits read low; actives 0.47% (n = 220,000); AID 1381;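 active means plate z-score of nuclear minus cytoplasmic receptor signal below a set negative limit, without overly bright fluorescence or cell loss, cut at about -3.5 in these data, passing the limit was not always enough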;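 further: z-score of nuclear minus cytoplasmic ring GR-EGFP intensity difference per well; some compounds called inactive have numbers as strong as hits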
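Buffer or medium: tet-free, stripped-serum medium; reagent: dexamethasone at 1.0 µM final, 30 min; incubation: 48 h induction, 1 h compound, 30 min dex at 37 °C; measured by: formaldehyde fixation, Hoechst nuclear stain, 10x automated fluorescence imaging; read-out: nuclear-to-cytoplasmic GR-EGFP distribution per well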
MT stabilizer: microtubule stabilizers in HeLa cells; HeLa tubulin immunostaining HCS, 24 h; share of cells brighter than vehicle mean+2SD; % tubulin-high responders, % at 10 µM; actives 0.83% (n = 200,000); AID 2205;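 active means plate Z-score above 3 for both tubulin-high and condensed-nucleus cell shares, with cell loss under 80%, at 10 µM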;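 further: anti alpha tubulin signal scored within the nucleus-defined area of each cell; some results filed as inactive read as strong as hits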
Insulin prom up: MIN6 insulin promoter up-regulation; MIN6 insulin promoter-GFP reporter, high-content imaging; hits give high values; actives 0.3% (n = 190,000); AID 1625; z-score at 5 µM;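 active means z-score above 3 at 5 µM with at least 500 cells counted in the well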
HEK293 NOD2/NF-kB: inhibition of NOD2-driven NF-kB reporter – cell-based, luminescence, uHTS, HEK293 (AID 1566). HEK293 NOD2/NF-kB luciferase reporter, luminescence; higher % means a stronger effect. inhibition, % at 4 µM; hits with a dose series show EC50 in µM. actives 0.63% (n = 290,000); in the data active means inhibition above about 50%; further: many of its hits are not listed in these tables
Hep lipid drop: hepatic lipid droplet formation modulation. AML12 mouse hepatocytes, oleate lipid droplets, BODIPY imaging. inhibition, % at 6.5 µM. actives 0.4% (n = 240,000);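 active means lipid droplet intensity inhibited by at least 50%, with more than 500 cells counted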
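Test system: AML12 hepatocytes (mouse); reagent: oleate loading, 100 µM; dosing: one dose, 6.5 µM compound; incubation: overnight exposure; signal: fluorescence imaging, 20x objective, two fields per well; read-out basis: % inhibition of corrected integrated BODIPY droplet signal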
WT yeast gro inh mutant strain: recorded beside WT yeast gro inh, whose call it bears; inhibition, %; mitochondrial fusion phenotypic screen, mutant strain inhibition
Dynein cargo inh cytoplasmic EGFP: recorded beside Dynein cargo inh, whose call it bears; z-score; measured here: cytoplasmic GR-EGFP intensity; hits give high values
Dynein cargo inh nuclear GR-EGFP: also measured in Dynein cargo inh; calls as there; z-score; measured here: nuclear GR-EGFP intensity;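 lower value marks the stronger effect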
Dynein cargo inh cell count: further read-out of Dynein cargo inh, marked with its call; z-score; measured here: cell count per field
Insulin prom up cell count: recorded beside Insulin prom up, whose call it bears; cell count; measured here: cytotoxicity, nuclei count;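 total cells summed across four imaged fields per well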
Hep lipid drop cells 6.5 µM: recorded beside Hep lipid drop, whose call it bears; cell count; measured here: cell count, cytotoxicity flag;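 cells counted across two imaged fields per well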
bCat nuc transl cell count 5 µM: second read-out of bCat nuc transl, no call of its own (marks repeat the call); cell count; measured here: cell count, cytotoxicity flag
MT stabilizer Hoechst-high %: second read-out of MT stabilizer, no call of its own (marks repeat the call); % Hoechst-high responders; measured here: nuclear condensation Hoechst responders;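 share of cells brighter than vehicle mean plus two SD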
MT stabilizer cytotoxicity %: recorded beside MT stabilizer, whose call it bears; toxicity, %; measured here: cytotoxicity by cell density;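 0% = mean cell density of plate MIN control wells and 100% = no cells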
Autophagy mod cell loss 18 h: also measured in Autophagy mod; calls as there; toxicity, %; measured here: cell loss, nuclei count;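 cell loss after 18 h compound exposure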
* = called active by the depositor; i = inactive; / = no result given. These rows are one share of the data; count on the stated rates, not on these rows.

SMILES | bCat nuc transl | Yfh1-depleted yeast | Dynein cargo inh nuclear GR-EGFP | MT stabilizer cytotoxicity % | Dynein cargo inh cytoplasmic EGFP | MT stabilizer | HEK293 NOD2/NF-kB | Dynein cargo inh cell count | bCat nuc transl cell count 5 µM | WT yeast gro inh mutant strain | Insulin prom up | WT yeast gro inh | MT stabilizer Hoechst-high % | Hep lipid drop cells 6.5 µM | Dynein cargo inh | Autophagy mod cell loss 18 h | Insulin prom up cell count | Hep lipid drop | Autophagy mod
Oc1ccc(/C=N/Nc2ccccc2)cc1 | 1.7 | i | 0.17 | 5.6 | -0.28 | 2.9 | -26% | 0.058 | 1158 | 23 | -0.3 | 21 | 3.5 | 663 | 0.0076 | 5 | 1324 | 5 | i
COc1ccc(C(=O)N2CCc3c([nH]c4ccccc34)C2C(F)(F)F)cc1 (stereo not drawn) | -2.1 | i | -0.31 | / | -0.25 | / | 25% | 0.45 | 1161 | / | -0.36 | / | / | 747 | -0.16 | / | 1348 | 37 | /
CCC(=O)NC(NC(=S)Nc1cccc2cccnc12)C(Cl)(Cl)Cl (stereo not drawn) | -0.8 | i | 0.63 | 9.5 | 0.16 | 2.5 | 5% | -0.96 | 916 | 14 | 0.41 | -6 | 2.7 | 611 | 0.39 | -17 | 1270 | -1 | i
O=[N+]([O-])c1cnn(-c2nc(-c3ccccc3)cc(C(F)(F)F)n2)c1 | 5.8 | i | -0.5 | 2.6 | -0.32 | 0.8 | 17% | 1.1 | 912 | -6 | -0.14 | -19 | 1.1 | 648 | -1.5 | -5 | 1351 | 11 | i
O=C(Nc1nnc(SCc2ccc(F)cc2)s1)c1ccco1 | -3.4 | i | -0.058 | 12 | 1.1 | 3.7 | -2% | 0.79 | 1118 | 12 | / | 6 | 2.9 | 801 | -0.78 | 16 | / | 3 | i
COc1cccc(C2C3=C(N=c4s/c(=C\c5cccc(O)c5)c(=O)n42)c2ccccc2CC3)c1OC (stereo not drawn) | 33 | i | 0.51 | 0.0 | 0.46 | 6.6 | -11% | 0.19 | 827 | 14 | -0.07 | 32 | 2.5 | 675 | 0.55 | 40 | 1104 | 8 | i
Cn1c(NC(=O)c2ccc(Cl)cc2)c(-c2ccccn2)c(=O)c2ccccc21 | 1.2 | i | -0.043 | 10 | -0.16 | 1.2 | -3% | -0.017 | 1362 | -3 | 0.02 | -12 | 2.0 | / | 0.48 | 0 | 1370 | / | i
O=C(NCc1ccco1)C1CCCN1C(=O)Nc1ccc(Cl)cc1 (stereo not drawn) | -5.4 | i | 0.25 | 7.5 | -0.16 | 1.1 | 10% | -0.25 | 1132 | 2 | -0.21 | -15 | 2.2 | 697 | 0.67 | 9 | 1432 | -10 | i
Cc1ccc(/C=C(\NC(=O)c2ccc(C)cc2)c2nc(=S)[nH][nH]2)cc1 | 0.4 | i | 0.094 | 6.2 | -0.19 | 3.8 | -27% | 1.3 | 1373 | 21 | 0.37 | 48 | 2.5 | / | -0.77 | -17 | 1366 | / | i
CCC(CC)C(=O)c1c[nH]c(C(=O)NCC2CCCO2)c1 (stereo not drawn) | -1.9 | i | -0.13 | 9.0 | -0.21 | 2.8 | 12% | 0.045 | 1353 | -8 | -0.24 | -15 | 2.0 | / | 0.13 | 18 | 1735 | / | i
CCCNC(=S)N(Cc1ccccc1)Cc1nc2ccccc2c(=O)[nH]1 | -0.4 | i | -0.52 | 7.4 | -0.13 | 1.7 | 3% | 0.33 | 994 | -6 | / | 2 | 2.8 | 600 | -0.25 | 9 | / | -11 | i
Cc1ccc(S(=O)(=O)Cn2nnnc2CN(Cc2ccco2)CC2CCCO2)cc1 (stereo not drawn) | -0.4 | i | 1 | 8.8 | -0.22 | 3.7 | 1% | 0.31 | 1047 | 6 | -0.47 | 4 | 1.6 | 687 | 0.47 | 3 | 1962 | -28 | i
CCN(CC)S(=O)(=O)c1cccc(C(=O)N[C@H](C(=O)OCC(=O)NC(=O)NC)C(C)C)c1 | 0.7 | i | -0.55 | 7.2 | -0.22 | 3.0 | -11% | 0.72 | 1274 | -6 | -0.86 | -3 | 1.3 | / | -0.63 | 5 | 1701 | / | i
CCOC(=O)c1sc(NC(=O)c2ccc(S(=O)(=O)N3CCCCCC3)cc2)nc1-c1ccccc1 | -1.5 | i | -0.39 | 4.2 | -0.29 | 4.8 | 26% | 0.44 | 1102 | -2 | 0.55 | 8 | 2.0 | 739 | -0.53 | 13 | 1413 | 28 | i
O=C(CN1C(=O)NC2(CCCC2)C1=O)NCCC1=CCCCC1 | 1.6 | i | -0.81 | 8.6 | -0.16 | 2.7 | -2% | 0.41 | 1331 | 11 | -0.3 | 2 | 1.1 | / | -0.47 | -1 | 1484 | / | i
COc1ccc(C(c2nnnn2Cc2cccs2)N2CCN(c3ccc(F)cc3)CC2)cc1OC (stereo not drawn) | 0.6 | / | 1 | 10 | -0.1 | 7.4 | -14% | -1.7 | 895 | 29 | 0.05 | 29 | 3.4 | / | 1.1 | 8 | 1176 | / | i
CCCC(C)NC(=O)COC(=O)c1cccc(NS(C)(=O)=O)c1 (stereo not drawn) | -2.8 | i | -0.059 | / | -0.28 | / | -1% | 0.83 | 1087 | / | -0.22 | / | / | 684 | -0.15 | / | 1411 | -4 | /
COc1ccc(Nc2nnc(SC(C(=O)Nc3cc(C)ccc3C)c3ccccc3)s2)cc1 (stereo not drawn) | -1.7 | i | 0.29 | 14 | -0.21 | 3.2 | 3% | -0.3 | 1030 | 8 | -0.4 | 26 | 2.4 | 676 | 0.089 | 8 | 1391 | 1 | i
CC(C)Nc1nc(NC(C)C)nc(C(N)=O)n1 | -4.1 | i | -0.27 | 9.9 | -0.22 | 2.0 | 10% | 0.34 | 1208 | 17 | 0.15 | 32 | 1.5 | 806 | -0.19 | -2 | 1277 | 6 | i
CCN(CC)S(=O)(=O)c1ccc(N=Nc2c(N)[nH]c(=O)[nH]c2=O)cc1 | 0.1 | i | -0.21 | / | -0.22 | / | 9% | 0.021 | 1358 | / | 0.22 | / | / | 802 | -0.41 | / | 1155 | 20 | /
COCCCn1c(=O)cc(C)[nH]c1=S | 2.6 | i | 0.44 | / | 0.14 | / | 27% | -0.31 | 1001 | / | -0.3 | / | / | 727 | 0.53 | / | 1384 | 1 | /
Cc1cc(-n2c(SCC(=O)NCc3cccs3)nc3n[nH]c(C)c3c2=N)ccc1Cl | -0.3 | i | 0.94 | 5.1 | -0.13 | 5.0 | 18% | -1.9 | 1401 | -4 | -0.97 | -12 | 2.0 | / | 0.89 | 2 | 1532 | / | i
Cc1nnc(SCc2ccccn2)n(N)c1=O | -0.7 | i | 0.018 | 9.5 | -0.32 | 2.3 | 8% | 0.54 | 1070 | -4 | 1.2 | -1 | 2.0 | 744 | -0.19 | -28 | 1253 | 31 | i
COc1ccc2nc(N3C(=O)CC(Cc4ccc(Cl)cc4)C3=O)sc2c1 (stereo not drawn) | -2.6 | i | -0.52 | 10 | -0.11 | 0.8 | 12% | 0.66 | 1377 | -4 | 0.1 | -2 | 1.1 | / | -0.97 | -3 | 1435 | / | i
O=C(Nc1nnc(-c2ccccc2F)s1)c1cccnc1 | 1.3 | i | 0.43 | 3.0 | -0.36 | 3.3 | -36% | 0.38 | 841 | -17 | -0.1 | -7 | 2.7 | 692 | 0.11 | -3 | 1523 | -10 | i
O=c1[nH]n(-c2ccc(Cl)cc2)c(=O)c(Cl)c1Cl | -0.6 | i | -0.53 | 7.8 | -0.12 | 1.9 | -3% | 0.63 | 1437 | 0 | 0.89 | -2 | 1.3 | / | -0.88 | -2 | 1338 | / | i
COc1ccc(CCN2C(=NC(=O)C(C)C)SC3CS(=O)(=O)CC32)cc1 (stereo not drawn) | 0.7 | i | 0.33 | / | -0.24 | / | 11% | -0.042 | 1323 | / | -0.27 | / | / | 732 | 0.88 | / | 1018 | -22 | /
Cc1ccc(Oc2ncccc2/C=N/OCc2ccc(Cl)cc2Cl)cc1 | 1.4 | i | -0.36 | 9.5 | -0.21 | 1.6 | 5% | 0.42 | 1353 | -6 | 0.03 | 4 | 2.1 | / | -0.32 | -2 | 1437 | / | i
CCOC(=O)CSc1nnc(Cc2ccccc2)n1CC1CCCO1 (stereo not drawn) | -6.6 | i | 0.38 | 6.3 | -0.12 | 4.2 | -8% | -1.3 | 1134 | 19 | -0.91 | 7 | 2.6 | 751 | 0.042 | -13 | 891 | -4 | i

Grouped by structure, the entries above with a CF3 group.
SMILES | bCat nuc transl | Yfh1-depleted yeast | Dynein cargo inh nuclear GR-EGFP | MT stabilizer cytotoxicity % | Dynein cargo inh cytoplasmic EGFP | MT stabilizer | HEK293 NOD2/NF-kB | Dynein cargo inh cell count | bCat nuc transl cell count 5 µM | WT yeast gro inh mutant strain | Insulin prom up | WT yeast gro inh | MT stabilizer Hoechst-high % | Hep lipid drop cells 6.5 µM | Dynein cargo inh | Autophagy mod cell loss 18 h | Insulin prom up cell count | Hep lipid drop | Autophagy mod
COc1ccc(C(=O)N2CCc3c([nH]c4ccccc34)C2C(F)(F)F)cc1 (stereo not drawn) | -2.1 | i | -0.31 | / | -0.25 | / | 25% | 0.45 | 1161 | / | -0.36 | / | / | 747 | -0.16 | / | 1348 | 37 | /
O=[N+]([O-])c1cnn(-c2nc(-c3ccccc3)cc(C(F)(F)F)n2)c1 | 5.8 | i | -0.5 | 2.6 | -0.32 | 0.8 | 17% | 1.1 | 912 | -6 | -0.14 | -19 | 1.1 | 648 | -1.5 | -5 | 1351 | 11 | i
